XiGFP reactiv – reactivates the inactive X chromosome in mouse fibroblasts | XiGFP mouse fibroblasts, % GFP-positive cells imaging, 3 d; cells co-treated with 5-aza-dC sensitizer; scaled so ellipticine positive control = 100% | activation, % at 7.58 µM | 0.055% of 360,000 active;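 active = mean normalized replicate activation at least 10% and every replicate at or above 10%; inconclusive = only one of the two criteria met; inactive = mean below 10% and not all replicates reach 10%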;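 note: 0% = median of on-plate neutral control wells and 100% = ellipticine 6 µM median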
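assay system = SV40-immortalized XiGFP fibroblast cells, line 68-5-11 | buffer or medium = DMEM plus 5-aza-dC sensitizer | doses = single-point pinned compound dosing | times = 3-day compound exposure, then 15 min fixation at room temperature | benchmarks = positive control ellipticine, 6 µM final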
ARNT-TACC3 inh – ARNT/TACC3 interaction disruption; AlphaScreen His-ARNT PAS-B/GST-TACC3 binding, luminescence; TACC3 fragment carries E629A point mutation; inhibition, % at 9.99 µM; 0.66% of 390,000 active; AID 623870;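 active = mean inhibition of replicates at least 50% and at least half of replicates each reaching 50%; inconclusive = half or more replicates reach 50% but mean below 50%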;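 note: 0% = complete ARNT plus TACC3 wells and 100% = ARNT alone without TACC3; many hits fall short of the cut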
ERp5 block – ERp5 (human) disulfide isomerase inhibition; inhibition, % at 9.99 µM; AID 651711; 0.05% of 350,000 active; ERp5 insulin aggregation, absorbance 650 nm, 90 min; Q15084;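 active = mean replicate inhibition above about 25%, with every replicate also reaching it, limit read from the data, passing the limit was not always enough; inconclusive = only one of those two criteria met; inactive = neither criterion met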
Target sequence (Q15084 whole entry, looked up): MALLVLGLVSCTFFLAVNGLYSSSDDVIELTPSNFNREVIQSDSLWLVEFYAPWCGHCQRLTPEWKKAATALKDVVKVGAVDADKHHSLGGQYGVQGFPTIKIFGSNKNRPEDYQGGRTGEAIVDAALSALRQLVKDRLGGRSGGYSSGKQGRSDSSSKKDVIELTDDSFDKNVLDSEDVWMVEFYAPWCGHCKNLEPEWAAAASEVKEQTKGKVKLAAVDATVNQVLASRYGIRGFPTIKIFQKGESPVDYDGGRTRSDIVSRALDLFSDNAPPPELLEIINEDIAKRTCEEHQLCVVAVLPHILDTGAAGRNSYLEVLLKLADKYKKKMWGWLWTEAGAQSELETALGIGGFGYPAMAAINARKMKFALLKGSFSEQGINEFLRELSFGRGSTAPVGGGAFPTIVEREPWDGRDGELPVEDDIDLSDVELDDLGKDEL
F508del corr – CFTR F508del correction in bronchial cells; CFBE cells, YFP halide quenching; stimulated with forskolin plus potentiator P3; % fluorescence drop versus neutral controls; activity (quench increase), % at 7.58 µM; 0.36% of 350,000 active; AID 720511;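 active = mean added fluorescence quench of at least 8% versus neutral control, with both replicates also reaching 8%; inconclusive = only one of the mean or replicate conditions met; inactive = mean below 8% and not both replicates reaching 8%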;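 note: cells transiently co-express mutant CFTR-F508del with the halide-sensitive YFP; corrector assay measuring rescue of mutant channel to the surface after 24 h compound exposure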
INS-1E GSIS act – GLuc luminescence reporter in INS-1E cells, primary screen for activators of glucose-dependent secretion of insulin; INS-1E GLuc reporter insulin secretion, 2-3 h; activation, % at 16.6 µM; 0.61% of 370,000 active; AID 743287;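 active = lowest replicate activation of at least 40%, so every replicate reaches that level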;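 note: 0% = median of neutral control wells and 100% = median of IBMX positive control wells; some compounds called inactive have numbers as strong as hits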
DENV2 CPE rescue – DENV2-induced cell death inhibition | DENV2-infected cells, cytopathic effect rescue, plate reader | CPE inhibition, % at 9.99 µM | 1.7% of 350,000 active | AID 651640; in the data active = CPE inhibition above about 20%, passing the limit was not always enough; inconclusive = no clear call, values can overlap the other calls; tested in BHK-21 cells;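 note: 0% = median of neutral control wells and 100% = median of positive control wells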
PAX8 reporter – lowers PAX8-driven luciferase in RMG-I cells; RMG-I TPO-luciferase reporter, SteadyGlo, 24 h; inhibition, % at 12.6 µM; 1.2% of 360,000 active;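 active = mean replicate inhibition at least 60% with every replicate also reaching 60%; inconclusive = only one of the two criteria is met; inactive = mean below 60% and not all replicates reaching 60%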;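 note: luciferase light reporting Pax8 driven TPO promoter activity; plate controls were median of neutral control wells for no effect and mitoxantrone controls for full effect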
EWS-Fli inh – inhibitors of EWS/Fli oncoprotein transcriptional activity; A673 NR0B1-luciferase reporter, viability-normalised; inhibition, % at 12.6 µM; 0.67% of 350,000 active; AID 651661;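 active = mean inhibition of at least 50% after viability correction, with every replicate also passing that limit; inconclusive = mean reaches 50% but only one of two replicates passes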;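 note: firefly luciferase signal divided by Alamar Blue viability fluorescence both relative to DMSO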
Active calls of the source: *; ? = inconclusive; · = not tested or not shown; & = joins results of further samples.

Compound	XiGFP reactiv	ARNT-TACC3 inh	ERp5 block	F508del corr	INS-1E GSIS act	DENV2 CPE rescue	PAX8 reporter	EWS-Fli inh
C[C@@H]1CN([C@H](C)CO)C(=O)c2cccc(NS(=O)(=O)c3ccc(F)cc3)c2O[C@H]1CN(C)C(=O)NC1CCCCC1	-1.1	-6	12	1.8	-7	-1	-2	1
COc1ccc(-c2ccc(C3[C@H]4CNC[C@@H]3N4Cc3cncnc3)cc2)cc1 (stereo partly drawn)	0.0	·	2	-0.1	2	-10	·	·
CCn1c(CC(=O)Nc2ccccc2OC)nnc1SCC(=O)Nc1ccccc1F	0.2	3	0	-0.3	-10	-8	-7	-11
CCOc1ccc(C2c3c(oc4ccccc4c3=O)C(=O)N2CCCN2CCOCC2)cc1OCC (stereo not drawn)	0.3	·	3	1.0	-21	5	-11	-2
C[C@H](CO)N1C[C@H](C)[C@H](CN(C)C)Oc2cc(C#Cc3ccccc3)ccc2S1(=O)=O	0.5	4	6	-1.4	-11	2	·	6
O=C(c1ccccc1)c1nc2c(n1O)CCCCC2	-0.2	2	3	0.2	-10	·	3	7
CN1C(=O)c2cc(NC(=O)c3cccc(F)c3)ccc2OC[C@H]2O[C@H](CC(=O)O)CC[C@@H]21	0.1	-4	·	1.2	-5	13	-16	1
O=C1/C(=C/c2cccs2)SC(=S)N1N1CCOCC1	-0.1	-5	5	-23	1	1	-11	2
CC(=O)Nc1ccc(CN2CCCC(CO)(Cc3ccccc3C)C2)cc1 (stereo not drawn)	0.0	3	?	1.8	0	9	9	-7
CN(C)S(=O)(=O)c1ccc(C(=O)OCCCN=C2NS(=O)(=O)c3ccccc32)cc1	0.1	-1	5	1.6	-1	-5	-2	-1
CN(C)Cc1cn(CC[C@H]2CC[C@@H](N)[C@H](CO)O2)nn1	0.0	0	-1	-1.2	-7	10	-2	0
O=C(CC1CC1)N1CC(=O)N2[C@@H](CO)[C@H](c3ccc(C#Cc4ccccc4)cc3)[C@@H]2C1	-0.1	·	-1	0.6	-5	17	·	5
Cc1onc(-c2c(F)cccc2Cl)c1C(=O)Nc1cccc(S(=O)(=O)NC2=NCCC2)c1	0.0	-3	3	-0.4	0	-1	-1	3
CCC(=O)c1ccc(OCC(O)CNC(C)c2ccccc2)cc1 (stereo not drawn)	0.0	-2	·	·	-11	·	-1	·
N#Cc1c(Nc2ccc(F)cc2)sc(C(=O)c2ccccc2)c1N	-0.1	·	-7	1.2	24	-6	0	7
Cn1c(SCC(=O)NNC(=O)c2ccc(Cl)cc2)nnc1-c1cccnc1	-1.3	-5	4	-0.1	0	20	0	-1
CC(NC(=O)CN(c1ccc(Cl)cc1)S(C)(=O)=O)c1ccccc1 (stereo not drawn)	0.0	-8	3	-1.6	-3	0	-7	13
Cn1cnc(CCNC(=O)C[C@@H]2CC[C@@H]3[C@H](COC[C@@H](O)CN3C(=O)Nc3ccc(C(F)(F)F)cc3)O2)c1	0.1	2	-5	2.7	-14	0	9	1
COc1ccc(S(=O)(=O)Nc2ccc3c(c2)C(=O)N([C@@H](C)CO)C[C@H](C)[C@H](CN(C)Cc2ccc(C(=O)Nc4ccccc4N)cc2)O3)cc1	0.4	-6	-3	1.3	-4	23*	·	49
C[C@@H]1CCCCO[C@H](CN(C)C(=O)C2CCCCC2)[C@@H](C)CN([C@H](C)CO)C(=O)c2cc(NC(=O)Cc3ccccc3)ccc2O1	0.0	-6	-3	2.1	-14	6	0	-11
O=C1NC[C@H](CCCCN2C[C@H](Cc3ccc(O)cc3)N(Cc3ccccc3)C(=O)C2=O)N(Cc2ccccc2)C1=O	0.0	·	-2	4.5	5	-2	-1	-11
CCCC(=O)Nc1nnc(-c2ccc3c(c2)OCCO3)o1	0.1	12	9	-0.9	-5	?	-55	-37
C[C@@H]1CN([C@@H](C)CO)C(=O)c2cc(NC(=O)CCC(F)(F)F)ccc2O[C@@H](C)CCCCO[C@H]1CN(C)Cc1ccccc1	0.3	·	·	-0.8	4	·	15	-5
O=C(Nc1cccc(C(F)(F)F)c1)c1csc(-c2ccncc2)n1	0.7	·	-6	5.1	3	11	13	-12
C[C@H]1CN([C@@H](C)CO)C(=O)c2cccc(NS(=O)(=O)c3cn(C)cn3)c2O[C@@H]1CN(C)S(=O)(=O)c1ccc(Cl)cc1	0.9	3	2	0.1	1	-5	5	-8
Cc1ccc(N2C(=O)C3C4C=CC(CNC(=S)N5CCN(c6ccccc6)CC5)(O4)C3C2=O)cc1 (stereo not drawn)	?	9	9	-7.9	-35	-5	0	0
C[C@H]1CN([C@@H](C)CO)C(=O)Cc2cc(NC(=O)Cc3cn(C)c4ccccc34)ccc2O[C@@H]1CN(C)C(=O)Nc1ccccc1	0.5	-7	-2	-2.6	0	-5	-6	0
Cn1nc(C(=O)N2CCN(S(=O)(=O)/C=C/c3ccccc3)CC2)c2ccccc2c1=O	0.1	2	0	1.4	10	-6	-17	11
Cc1noc(C)c1NC(=O)N(C)C[C@@H]1OCCCC[C@H](C)Oc2ccc(NC(=O)CCC(F)(F)F)cc2C(=O)N([C@@H](C)CO)C[C@@H]1C	-0.7	2	2	0.1	10	-5	7	-13
O=C(Nc1nncs1)c1cc(-c2ccco2)nc2ccccc12	-0.1	9	1	0.1	·	-1	-5	10
COc1ccc2c3c([nH]c2c1)[C@H](CO)N(C(=O)Nc1c(C)noc1C)CC31CN(CC2CCOCC2)C1	0.0	·	-4	-2.8	9	5	-1	-1
COc1ccccc1C(=O)Nc1nsc(-c2ccccc2)n1	0.1	2	2	2.3	0	-6	-106	-127
COc1ccc(Oc2ccc(S(=O)(=O)N3CCCCC3)cc2S(=O)(=O)N2CCCCC2)cc1	0.1	2	1	-2.0	-3	9	8	17
CN1CCN(C(=O)C[C@H]2CC[C@H]3[C@@H](COC[C@@H](O)CN3Cc3cccc(F)c3)O2)CC1	0.2&-0.1	9	-3&-4	-1.0&-0.5	0&22	-4&-2	-3&0	-9&-10
O=C(COC(=O)CN1C(=O)c2ccccc2C1=O)Nc1cccc(F)c1	0.4	·	-1	-2.2	·	1	-8	4
COCCSc1ccccc1C(=O)Nc1ccc2c(c1)OCO2	0.0	-5	-2	-2.3	4	-2	-4	4
O=C(C[C@@H]1C[C@H]2c3cc(NC(=O)c4cccnc4)ccc3O[C@H]2[C@H](CO)O1)NCc1ccccn1	0.0	20	2	-6.0	1	14	-4	3
CC(C)NC(=O)N(C)C[C@@H]1Oc2cc(C3=CCCC3)ccc2S(=O)(=O)N([C@@H](C)CO)C[C@@H]1C	0.0	7	-1	-1.3	-3	·	·	-7
CCC(c1nnc(SCC(=O)NC2CCCCC2)n1Cc1ccccc1)N(C)C (stereo not drawn)	0.0	4	0	2.2	-3	-11	-7	12
Cc1ccc(N2C(=O)c3ccccc3C2C(=O)c2ccc(O)cc2O)cc1 (stereo not drawn)	0.1	·	1	-1.1	1	·	8	-1
COc1ccc(NC(=O)Nc2ccc3c(c2)CC(=O)N([C@@H](C)CO)C[C@@H](C)[C@@H](CN(C)C)O3)cc1	5.6	-11	0	-0.9	1	?	-5	-4
Cc1nn(-c2ccc(F)cc2)c(C)c1CN1CCN(Cc2ccccc2)C(CCO)C1 (stereo not drawn)	0.0	-7	0	0.7	-14	18	21	-11
O=C(Nc1cc(Cl)ccc1N1CCOCC1)C1CC1	0.1	2	-5	-1.7	33	?	-22	1
CC(C)CCn1c(CN2CCN(c3cccc(Cl)c3)CC2)nc2c1c(=O)n(C)c(=O)n2C	0.2	-4	6	0.2	·	-1	-198	-64
O=S(=O)(Cc1ccccc1)N1CCN(c2ncccn2)CC1	0.1	-6	-2	-0.2	-2	-2	0	-2
O=C(Nc1ccc(F)cc1)N[C@H]1CC[C@@H](CCNC(=O)c2ccccc2F)O[C@H]1CO	-0.1	·	0	-1.8	47	-5	·	-3
COc1ccc(OC)c(NS(=O)(=O)c2cccc3cccnc23)c1	0.0	10	-1	1.1	21	0	-5	-7
O=S(=O)(c1cccc(C(F)(F)F)c1)N1CCC(c2nc3ccccc3[nH]2)CC1	0.0	-2	1	3.9	-27	0	3	24
O=C(Nc1ccc(Br)cc1F)c1ccc2c(c1)N(Cc1ccccc1)C(=O)CS2=O (stereo not drawn)	0.1	-7	-2	-0.1	2	-13	35	6
CC(C)c1cn(CC[C@@H]2CC[C@@H](NC(=O)C3CCCC3)[C@H](CO)O2)nn1	0.1	-12	4	-2.0	-2	-12	-3	-4

The list goes on:
Compound	XiGFP reactiv	ARNT-TACC3 inh	ERp5 block	F508del corr	INS-1E GSIS act	DENV2 CPE rescue	PAX8 reporter	EWS-Fli inh
C[C@H]1CN([C@@H](C)CO)C(=O)c2cccc(NS(=O)(=O)c3ccc(Cl)cc3)c2O[C@H]1CN(C)Cc1ccccc1	0.0	-6	5	0.7	3	-6	-1	-4
CCCOc1ccc(/C=C/C(=O)OCC(=O)N(C)c2c(N)n(Cc3ccccc3)c(=O)[nH]c2=O)cc1OCC	0.0	2	-3	2.3	1	-2	·	13
CCCN(C)C[C@H]1OCCCC[C@H](C)Oc2ccc(NS(=O)(=O)c3c(C)noc3C)cc2C(=O)N([C@@H](C)CO)C[C@H]1C	0.1	-3	1	-3.1	-11	32*	2	1
N#C[C@H]1[C@@H](c2ccc(C#CC3CCCCC3)cc2)[C@@H](CO)N1S(=O)(=O)Cc1ccccc1	0.5	·	10	3.7	-16	?	·	-10
CCCC#Cc1ccc([C@H]2[C@H]3CN(C(=O)c4ccccc4)CC(=O)N3[C@H]2CO)cc1	0.1	·	-1	0.4	0	2	·	·
CCCS(=O)(=O)NC(=O)C1(C)CCCN(C(=O)c2nc3ccccc3s2)C1 (stereo not drawn)	0.2	·	2	2.1	-2	-7	8	-3
